# Bioassay records as filed in PubChem.
# aDG glyco act: increases alpha dystroglycan glycosylation; Pro5-aDG cells, alpha-DG glycosylation AlphaScreen (IIH6); 0% Pro5, 100% B10-LARGE cell signal; 360,000 tested, 0.22% active; activation, % at 10 µM;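 active = activation of at least 8% versus controls, or a plate z-score of at least 8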;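 note: Pro5 are CHO cells carrying HIG-tagged alpha-DG that lacks glycosylation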
# MC4R antag cAMP: blocks human MC4R cAMP signaling. inhibition, % at 6.5 µM. P32245. AID 540295. MC4R-expressing cells, MTII-stimulated cAMP, LANCE TR-FRET. 360,000 tested, 0.48% active;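 active = inhibition above its plate's cutoff, the mean of tested wells on that plate plus 3 SD, cut at about 29% in these data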;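 note: 0% = Melanotan II alone and 100% = Melanotan II plus saturating MCL0020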
#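 System: U2OS cells stably expressing human melanocortin 4 receptor (MC4R). Reagent: Melanotan II challenge after compound preincubation. Doses: 6.5 µM. Times: 30-min compound, 1-h challenge, 1-h detection, room temperature. Measured by: TR-FRET with Eu-cAMP and labeled anti-cAMP, 671 nm. Replicates: singlicate.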
# MC4R barr agon: agonists of human melanocortin 4 receptor (MC4R) beta-arrestin. P32245. U2OS MC4R beta-arrestin complementation, luminescence; percent of melanotan II response, DMSO zero. activation, % at 8.9 µM. 360,000 tested, 0.98% active;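 active = activation above a per-plate cutoff, the mean activation of sample wells on that plate plus 3 SD, cut at about 8% in these data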
# m5-HT2A agonist: mouse HTR2A agonism via beta-arrestin recruitment. P35363. CHO-K1 mHTR2A beta-arrestin complementation, luminescence; percent of 30 µM serotonin response. 360,000 tested, 0.66% active. activation, % at 7.6 µM;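 active = activation above a run cutoff, the mean activation of all tested compounds plus 3 SD, cut at about 14% in these data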;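 note: 0% = plate median of compound wells and 100% = 30 µM serotonin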
# Target sequence (P35363 whole entry, looked up): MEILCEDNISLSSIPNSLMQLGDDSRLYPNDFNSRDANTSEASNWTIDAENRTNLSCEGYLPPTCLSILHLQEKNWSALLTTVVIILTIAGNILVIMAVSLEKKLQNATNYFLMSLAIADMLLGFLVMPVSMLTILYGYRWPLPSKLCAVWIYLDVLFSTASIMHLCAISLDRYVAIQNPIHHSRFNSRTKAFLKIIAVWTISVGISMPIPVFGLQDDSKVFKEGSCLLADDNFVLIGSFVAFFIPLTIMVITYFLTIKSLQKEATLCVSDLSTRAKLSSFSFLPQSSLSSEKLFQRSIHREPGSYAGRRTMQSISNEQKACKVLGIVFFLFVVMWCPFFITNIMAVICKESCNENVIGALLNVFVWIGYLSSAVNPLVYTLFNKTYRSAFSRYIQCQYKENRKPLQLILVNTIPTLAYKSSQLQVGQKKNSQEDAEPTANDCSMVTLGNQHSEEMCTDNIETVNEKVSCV
# Vif inh: blocks HIV Vif function; inhibition, % at 7.49 µM; HEK293T cells, Vif self-association by quenched fluorescence, imaging, 24 h; 340,000 tested, 0.35% active; in the data active = inhibition above about 50%, passing the limit was not always enough; note: some results filed as inactive read as strong as hits
# N-glyco inh: N-linked glycosylation inhibition. 360,000 tested, 0.23% active. reporter increase, % at 12.5 µM. D54 ERlucT glycosylation luciferase reporter, 24 h; percent of 100 nM tunicamycin response;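 active = mean luciferase reporter signal, scaled so untreated is 0 and the glycosylation-blocking control 100, at or above a set limit in every replicate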;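 note: luciferase carries N-glycosylation sites so blocking glycosylation raises the light; 0% = median of neutral control wells and 100% = median of 100 nM tunicamycin wells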
# CaV13 ICDI inh: Disruptors of the CACNA1D IQ motif to Ca2+-dependent inactivation inhibitor domain association, primary screening, Förster resonance energy transfer in intact living …. HEK cells, CFP/YFP FRET ICDI-IQ, plate reader, 10 min; percent FRET-ratio fall versus neutral wells. inhibition, % at 12.3 µM. 340,000 tested, 0.098% active. AID 743397;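 active = mean replicate inhibition of at least 30% and at least 1% of replicates passing that level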;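 note: 0% = median of the neutral control wells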
# ABCB6 inh MLPCN: human ABCB6 transporter inhibition | Q9NP58 | K562-ABCB6 porphyrin accumulation, flow cytometry, 1 h; stronger effect = lower value | fluorescence ratio to DMSO, % at 10 µM | 360,000 tested, 0.19% active | AID 602162;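 active = fluorescence ratio to DMSO below 75%, the collection mean minus 3 SD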;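 note: signal is porphyrin accumulated inside mitochondria; 100% equals median channel fluorescence of DMSO control wells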
# H9c2 protect: modulators protecting cardiomyocytes from myocardial damage. H9c2 cardiomyocytes, H2O2 injury protection, ATPLite, 2 h. AID 588492. 360,000 tested, 0.63% active. protection from H2O2 cell death, % at 20 µM;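 active = compounds giving at least 50% protection of heart cells from peroxide-induced death in the single-dose screen, raw or plate-pattern-corrected value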;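 note: 0% = DMSO wells with peroxide and 100% = DMSO wells without peroxide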
# PDI inh: inhibitors of human protein disulfide isomerase | P07237 | PDI insulin aggregation turbidity, A650, 90 min | inhibition, % at 10 µM | 350,000 tested, 0.052% active | AID 588391;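 active = mean inhibition across replicates of 30% or more, whatever share of single replicates reach that level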;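 note: absorbance from insulin aggregation driven by PDI reduction with DTT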
# Target sequence (P07237 whole entry, looked up): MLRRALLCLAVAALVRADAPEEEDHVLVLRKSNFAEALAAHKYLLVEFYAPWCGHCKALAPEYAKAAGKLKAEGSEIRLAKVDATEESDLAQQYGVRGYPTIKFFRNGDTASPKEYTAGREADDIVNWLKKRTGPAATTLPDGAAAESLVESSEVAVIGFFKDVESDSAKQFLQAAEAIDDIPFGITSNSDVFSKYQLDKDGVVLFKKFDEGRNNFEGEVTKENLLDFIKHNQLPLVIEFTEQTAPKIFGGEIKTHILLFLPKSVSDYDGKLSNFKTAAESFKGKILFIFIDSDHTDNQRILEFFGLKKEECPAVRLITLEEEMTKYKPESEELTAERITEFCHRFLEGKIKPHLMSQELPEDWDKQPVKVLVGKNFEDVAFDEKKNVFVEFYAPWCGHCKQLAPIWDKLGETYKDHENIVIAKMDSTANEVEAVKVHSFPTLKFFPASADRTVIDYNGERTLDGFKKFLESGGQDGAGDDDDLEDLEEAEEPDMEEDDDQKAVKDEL
# An asterisk follows results filed as active; . = not tested or not shown.
(1) CCOC(=O)C1CCN(c2ncnc3c2cnn3-c2ccc(OC)cc2)CC1
(2) CCOC(=O)C(CC)/C(C)=N\NC(=O)c1cccc(C)c1 (stereo not drawn)
(3) C/C=C/C=C/C(=O)N1CC2(CC(c3cccc(NC(=O)CCCCC)c3)=NO2)C[C@H]1C(N)=O (stereo partly drawn)
(4) Cc1ccc(CN2CCNC(=O)C2CC(=O)N(C)C2CCCCC2)cc1 (stereo not drawn)
(5) O=S1(=O)c2cccc3cccc(c23)N1Cc1ccc(-c2nnco2)cc1
(6) Cc1cc(C)nc(SCCC(=O)Nc2ccc(F)cc2)n1
(7) O=C(NCCCN1CCOCC1)c1cc(-c2ccc(Br)cc2)on1
(8) COc1cccc(-c2nc(CS(=O)(=O)CC(=O)NCc3ccc(Cl)cc3)c(C)o2)c1
assay / entry,1,2,3,4,5,6,7,8
aDG glyco act,0.1,-0.1,-0.2,-0.4,0.0,-0.1,0.4,-0.3
MC4R antag cAMP,9,-2,3,-3,-5,1,7,8
MC4R barr agon,0.6,-3.5,-1.8,-2.5,-1.8,-2.2,0.3,-0.7
m5-HT2A agonist,0,-5,9,5,-2,4,-7,-5
Vif inh,-11,3,-2,-6,-1,-2,-1,19
N-glyco inh,0,3,1,2,-3,2,-2,0
CaV13 ICDI inh,-6,-1,-11,-5,.,3,-10,-6
ABCB6 inh MLPCN,91,90,95,102,99,98,104,79
H9c2 protect,-1,16,3,2,-4,13,-2,-1
PDI inh,-7,9,-1,15,8,1,-2,.

(9) CC1C(=O)N(Cc2cn(Cc3ccco3)nn2)CCS(=O)(=O)N1Cc1ccc(-c2ccccc2Cl)cc1 (stereo not drawn)
(10) Cc1cccc(NC(=O)COc2ccc(/C=N\n3cnnc3)cc2)c1
(11) COc1ccc(C)cc1S(=O)(=O)N1CCN(S(=O)(=O)c2cc(C(=O)O)ccc2C)CC1
(12) COc1ccc(OC(=O)N(C)C[C@H]2OCc3cn(nn3)CCCC(=O)N([C@H](C)CO)C[C@@H]2C)cc1
(13) CC1(C(=O)Nc2ccc3c(c2)OCO3)CCN1C(=O)CC1CC1 (stereo not drawn)
(14) Cc1ccc(CNC(=O)CSc2ccsc2[N+](=O)[O-])cc1
(15) COCCNC(=O)CN1CCN(S(=O)(=O)c2ccc3c(c2)CCCC3)CC1
(16) CC(=O)Nc1ccc(/C=N/N2CCCCC2)cc1
assay / entry,9,10,11,12,13,14,15,16
aDG glyco act,0.1,0.0,0.1,-0.2,0.0,0.0,0.0,-0.3
MC4R antag cAMP,.,-1,15,0,6,-2,1,-7
MC4R barr agon,.,2.9,3.2,0.5,-1.4,0.8,0.7,-0.1
m5-HT2A agonist,-2,6,0,0,-5,0,2,4
Vif inh,.,12,-3,2,.,2,34,-10
N-glyco inh,0,0,1,0,0,0,1,0
CaV13 ICDI inh,-4,-2,-6,-2,-5,-2,-4,-5
ABCB6 inh MLPCN,96,99,111,102,94,90,95,92
H9c2 protect,2,8,0,7,7,-1,-7,-2
PDI inh,.,-3,-6,-2,-2,7,-10,-1

# Some of these compounds in order of molar mass, lowest first.
(13) CC1(C(=O)Nc2ccc3c(c2)OCO3)CCN1C(=O)CC1CC1 (stereo not drawn)
(14) Cc1ccc(CNC(=O)CSc2ccsc2[N+](=O)[O-])cc1
(11) COc1ccc(C)cc1S(=O)(=O)N1CCN(S(=O)(=O)c2cc(C(=O)O)ccc2C)CC1
assay / entry,13,14,11
aDG glyco act,0.0,0.0,0.1
MC4R antag cAMP,6,-2,15
MC4R barr agon,-1.4,0.8,3.2
m5-HT2A agonist,-5,0,0
Vif inh,.,2,-3
N-glyco inh,0,0,1
CaV13 ICDI inh,-5,-2,-6
ABCB6 inh MLPCN,94,90,111
H9c2 protect,7,-1,0
PDI inh,-2,7,-6

# Continuation:
(17) C=CCOc1cccc(C2C(C(=O)c3ccco3)=C(O)C(=O)N2Cc2cccnc2)c1 (stereo not drawn)
(18) O=C(CSc1nnc(C2CCCCC2)o1)Nc1ccccc1Cl
(19) COc1ccc(C(=O)O)cc1S(=O)(=O)Nc1cc(C(F)(F)F)ccc1N1CCCCC1
(20) Cc1nn(CC(=O)NC(=O)NC2CCCC(C)C2C)c(=O)c(C#N)c1C (stereo not drawn)
(21) O=C(NCCCn1ccnc1)C(=O)NCc1ccc(Cl)cc1
(22) CC(C)c1cc(C(C)C)n2nc(N)nc2n1
(23) COc1ccc(CNC(=O)C(=O)NCCC2CCCCN2S(=O)(=O)c2cccs2)cc1 (stereo not drawn)
(24) Cc1cc(C(=O)NCC(c2ccco2)N2CCCC2)c2ccccc2n1 (stereo not drawn)
assay / entry,17,18,19,20,21,22,23,24
aDG glyco act,-0.1,0.0,-0.1,0.1,0.1,-0.1,0.6,0.1
MC4R antag cAMP,27,8,7,-3,2,-19,4,10
MC4R barr agon,0.7,-1.6,2.0,-0.9,-1.1,-1.7,-3.3,-1.4
m5-HT2A agonist,11,6,3,7,-2,5,-3,2
Vif inh,5,-1,-19,-2,4,3,-1,-3
N-glyco inh,3,0,-1,-1,-3,3,-3,-1
CaV13 ICDI inh,-2,-4,-6,-5,-4,-4,-1,-7
ABCB6 inh MLPCN,111,92,101,94,82,100,88,95
H9c2 protect,-4,-8,-4,-3,8,-7,-7,1
PDI inh,10,-3,-3,0,-3,10,1,13

(25) CC(C)(Oc1ccc(Cl)cc1)C(=O)Nc1c2c(nn1C(C)(C)C)CS(=O)(=O)C2
(26) Cc1cc(O)c(Sc2ccc(Cl)cc2)c(=O)[nH]1
(27) CCOCC(=O)N1CCN(c2ccc(F)cc2)CC1
(28) Cc1cccc(CN2C(=O)CCSc3ccc(Cl)cc32)c1
(29) CCCCNC(=O)[C@H](Cc1c[nH]c2ccccc12)NC(=O)c1ccccc1Cl
(30) Cc1nc(C(C)NC(=O)CCc2nnc(-c3ccsc3)o2)cs1 (stereo not drawn)
(31) CCn1c(COc2ccc3c(c2)CCCC3)nnc1SCC(=O)Nc1nccs1
(32) Nc1nn2c(-c3ccccc3)cc(=O)[nH]c2c1N=Nc1ccc(Br)cc1
assay / entry,25,26,27,28,29,30,31,32
aDG glyco act,0.4,0.0,0.6,0.0,-0.2,0.0,0.1,-0.3
MC4R antag cAMP,4,10,-4,9,5,6,3,15
MC4R barr agon,-0.1,-1.9,-0.2,2.5,1.4,-2.4,-0.8,-4.5
m5-HT2A agonist,2,-1,2,0,0,2,1,5
Vif inh,1,7,7,-3,-4,2,.,0
N-glyco inh,-1,2,1,0,1,0,-1,1
CaV13 ICDI inh,-14,-5,-2,.,-7,-7,-7,-14
ABCB6 inh MLPCN,92,104,99,97,99,97,89,117
H9c2 protect,9,2,1,-7,3,20,-5,31
PDI inh,-8,8,11,-2,7,-5,-1,1

(33) CC1(C)OC(c2ccccc2)=C/C(=C/C=C2C(=O)c3ccccc3C2=O)O1
(34) COc1ccc(-c2nc3ccccc3c(=O)n2CCOc2cc(C)ccc2C)cc1
(35) Clc1ccc(-n2ncc3c(NCc4ccc5c(c4)OCO5)ncnc32)cc1
(36) CCN(CC)C(=O)[C@H]1CC(CC(=O)NCc2ccc(OC)c(OC)c2)C(=O)N2CCc3c([nH]c4ccccc34)[C@]12C (stereo partly drawn)
(37) Cc1ccc(O)c(NC(=O)c2ccc3c(c2)C(=O)N(CC(C)C)C3=O)c1
(38) CC(C(=O)NC1CCCC1)N1C(=O)c2cccc3cccc1c23 (stereo not drawn)
(39) CC(=O)c1cc2c(cc1NC(=O)CN1CCCCC1C)OCO2 (stereo not drawn)
(40) Cc1ccc(S(=O)(=O)N2CC3(C)CN(S(=O)(=O)c4ccc(C)cc4)CC(C)(C2)C3=O)cc1
assay / entry,33,34,35,36,37,38,39,40
aDG glyco act,-0.3,-0.1,0.3,0.0,0.2,-0.2,0.2,0.3
MC4R antag cAMP,11,20,6,6,11,5,0,17
MC4R barr agon,-1.8,-0.1,10*,0.1,3.5,-1.0,3.1,0.8
m5-HT2A agonist,0,3,7,6,7,-1,1,5
Vif inh,-3,-10,6,0,-2,7,1,-5
N-glyco inh,-2,0,0,2,-3,2,3,1
CaV13 ICDI inh,-5,-14,-6,-4,-19,-6,-9,-3
ABCB6 inh MLPCN,935,105,97,95,97,98,99,102
H9c2 protect,-2,-6,-16,6,-12,0,2,2
PDI inh,-3,0,-18,14,-2,-8,-2,-5

(41) CCOC(=O)C1=C(C)NC(SCC(=O)Nc2cc(C)on2)=C(C#N)C1c1cccs1 (stereo not drawn)
(42) Cc1c(C(N)=O)sc2ncn(CCOc3ccccc3)c(=O)c12
(43) c1ccc(CSc2ccc(-c3ccc4c(c3)OCO4)nn2)cc1
(44) COc1cc(C2/C(=C(\O)c3ccc4c(c3)OCCO4)C(=O)C(=O)N2CCN2CCOCC2)cc(OC)c1OC (stereo not drawn)
(45) Cc1ccc(N2C(=O)N(CC(=O)Nc3cccc(C)c3C)C(=O)C2C)cc1 (stereo not drawn)
(46) O=C1CCNCCN1[C@H](CO)Cc1ccccc1
(47) COc1ccc(N(CC(=O)N2CCN(Cc3ccccc3)CC2)S(C)(=O)=O)cc1
(48) CCOc1ccccc1CNC(=O)CCC(=O)N1Cc2ccccc2Oc2ncccc21
assay / entry,41,42,43,44,45,46,47,48
aDG glyco act,0.0,-0.4,0.1,0.1,0.1,-0.2,-0.1,1.0
MC4R antag cAMP,5,9,-3,1,-5,3,-1,0
MC4R barr agon,0.1,0.8,29*,-1.9,1.2,-0.3,-1.2,-0.7
m5-HT2A agonist,1,-1,4,4,-2,-4,5,-3
Vif inh,.,9,2,-1,-3,.,-3,0
N-glyco inh,2,1,1,-1,-1,1,0,-4
CaV13 ICDI inh,-5,-4,-4,-7,-7,-4,0,-4
ABCB6 inh MLPCN,101,87,99,100,96,96,97,96
H9c2 protect,3,7,-7,8,-7,3,2,3
PDI inh,0,3,-11,9,-2,-1,-6,1

(49) O=C(Nc1cccc(F)c1)C1CCCN1S(=O)(=O)c1cccc2cccnc12 (stereo not drawn)
(50) Cc1cc(C)n(C(=O)c2ccc(C)c(Br)c2)n1
(51) COc1ccc([N+](=O)[O-])cc1NC(=O)CSc1nncn1-c1ccccc1
(52) C=CCc1cccc2cc(C(=O)NNC(=O)c3ccncc3)c(=O)oc12
(53) CCNC(=O)NC(=O)COC(=O)c1ccccc1SCC(=O)NC(=O)NCC
(54) Cc1cc(=O)oc2cc(NC(=O)c3cccc(S(=O)(=O)N(C)C)c3)ccc12
(55) COC(=O)C(NC(=O)c1ccccc1)(Nc1nc(C)cs1)C(F)(F)F (stereo not drawn)
assay / entry,49,50,51,52,53,54,55
aDG glyco act,0.1,0.1,-0.1,0.6,0.0,-0.1,-0.3
MC4R antag cAMP,-3,8,7,-1,7,0,3
MC4R barr agon,1.1,-0.9,-1.4,-2.8,0.6,0.7,1.1
m5-HT2A agonist,-3,-3,3,-2,1,-8,10
Vif inh,-5,-7,-1,-2,-6,7,.
N-glyco inh,-1,-2,0,3,-10,1,1
CaV13 ICDI inh,7,-4,-4,-4,-5,-5,-7
ABCB6 inh MLPCN,104,98,77,103,151,96,96
H9c2 protect,0,0,2,8,-3,2,8
PDI inh,-3,13,3,-7,-5,6,-1

# An unsorted share of the library. About 3.6% of those tested had a hit in this group.
